# PLK1 inh – blocks human PLK1 kinase activity | recombinant PLK1 kinase, TR-FRET peptide phosphorylation | 0.53% of 97,000 active | inhibition, % at 10 µM | P53350;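 active = inhibition of 50% or more in the single-concentration screen; inactive = inhibition below 50%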;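 note: 0% = DMSO max control and 100% = H-89 dihydrochloride min control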
# Target sequence (P53350 whole entry, looked up): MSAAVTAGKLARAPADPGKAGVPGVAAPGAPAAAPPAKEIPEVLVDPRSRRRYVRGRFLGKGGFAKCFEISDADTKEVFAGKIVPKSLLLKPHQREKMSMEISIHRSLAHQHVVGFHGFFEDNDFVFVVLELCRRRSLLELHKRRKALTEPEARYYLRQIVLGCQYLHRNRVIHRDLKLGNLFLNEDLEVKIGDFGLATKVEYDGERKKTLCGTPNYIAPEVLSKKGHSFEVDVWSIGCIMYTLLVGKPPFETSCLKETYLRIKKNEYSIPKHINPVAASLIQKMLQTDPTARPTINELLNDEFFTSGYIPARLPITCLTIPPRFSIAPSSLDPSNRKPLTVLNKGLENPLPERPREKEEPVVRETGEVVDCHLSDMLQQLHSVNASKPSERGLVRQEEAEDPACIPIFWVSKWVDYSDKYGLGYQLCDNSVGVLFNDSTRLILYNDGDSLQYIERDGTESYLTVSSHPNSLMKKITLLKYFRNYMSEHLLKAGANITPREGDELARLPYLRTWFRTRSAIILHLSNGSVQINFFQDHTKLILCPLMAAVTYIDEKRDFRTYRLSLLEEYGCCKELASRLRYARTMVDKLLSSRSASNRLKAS
# S1P2 ag – agonists of human S1P2 receptor | 0.46% of 97,000 active | activation, % at 4.5 µM | S1P2-expressing cell line, agonist reporter read-out; in the data active = activation above about 16%;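 note: 0% = vehicle low control and 100% = maximal reference agonist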
# Target sequence (O95136 whole entry, looked up): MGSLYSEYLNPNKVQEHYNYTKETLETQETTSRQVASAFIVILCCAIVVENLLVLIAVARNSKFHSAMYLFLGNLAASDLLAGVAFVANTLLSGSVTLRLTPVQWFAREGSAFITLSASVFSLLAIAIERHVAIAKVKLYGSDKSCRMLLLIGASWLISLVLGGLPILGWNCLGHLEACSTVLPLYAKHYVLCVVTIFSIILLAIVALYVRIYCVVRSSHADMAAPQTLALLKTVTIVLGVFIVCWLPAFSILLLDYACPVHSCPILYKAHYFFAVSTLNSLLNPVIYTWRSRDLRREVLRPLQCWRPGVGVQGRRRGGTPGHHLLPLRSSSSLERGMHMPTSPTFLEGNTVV
# EphB4 ephrin blk – antagonists of human EphB4-ephrin-B2 interaction; 0.15% of 97,000 active; P54760; EphB4 LBD / TNYL-RAW-Alexa532 peptide, fluorescence polarization; inhibition, % at 7 µM;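 active = inhibition above the screen-wide mean inhibition plus 3 SD, cut at about 15% in these data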;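 note: 0% = DMSO wells and 100% = excess unlabeled TNYL-RAW peptide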
# MT1-MMP txn act – MT1-MMP promoter transcription activation; HT1080 MT1-MMP promoter luciferase reporter, luminescence, overnight; active compounds read high; activation factor at 10 µM; 0.16% of 86,000 active; AID 750;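 active = activation factor of at least 2 for MT1-MMP transcription at 10 µM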
# Rev-RRE block – inhibitors of HIV-1 Rev-RRE RNA interaction; P05866; 0.79% of 97,000 active; inhibition, % at 8 µM; Rev peptide-RRE RNA binding, FRET;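 active = inhibition above the screen-wide mean plus 3 SD, cut at about 35% in these data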;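 note: 0% = median DMSO wells and 100% = median Neomycin B control wells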
#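 Test system – labelled RRE RNA duplex and labelled Rev peptide · Signal – fluorescein-to-Cy5 FRET, 480 nm excitation · Evaluation – % inhibition of FRET ratio versus controls · Benchmarks – DMSO low control, neomycin B high control · Incubation – 5 min RNA-compound premix plus 15 min binding step, 25 °C · Medium – HEPES pH 7.5 salt buffer with EDTA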
# FAK blocker – FAK (human) kinase inhibition; inhibition, %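 (tested at 7 µM)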; 0.84% of 97,000 active; Q05397; biochemical FAK kinase activity assay; AID 727; in the data active = inhibition above about 19%;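 note: 0% = DMSO and 100% = reference compound high control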
# PLAP activator – activators of human placental alkaline phosphatase; 1.2% of 96,000 active; P05187; AID 696; purified PLAP enzyme, luminescent substrate read-out; active compounds read high; activation fold at 20 µM; in the data active = activation fold above about 2
# PLK1 PBD inh – inhibitors of human Plk1 polo box domain binding; P53350; Plk1 PBD phosphopeptide binding, fluorescence polarization; inhibition, %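 (tested at about 20 µM)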; 0.13% of 97,000 active; AID 693; in the data active = inhibition above about 34%, passing the limit was not always enough
# S1P2 antag – S1P2 (human) receptor antagonism. inhibition, % at 5 µM. 0.21% of 97,000 active. AID 736. cell-based S1P2 antagonist assay, inhibition at 5 uM. O95136; in the data active = inhibition above about 45%;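 note: CRE beta-lactamase reporter cells expressing human S1P2 stimulated with S1P; 0% = agonist at EC80 alone and 100% = agonist plus reference antagonist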
# Numbers without * were called inactive; x = not tested or not shown.
SMILES,PLK1 inh,S1P2 ag,EphB4 ephrin blk,MT1-MMP txn act,Rev-RRE block,FAK blocker,PLAP activator,PLK1 PBD inh,S1P2 antag
O=C(C(Cc1ccccc1)N1C(=O)c2ccccc2C1=O)N1CCc2ccccc21 (stereo unspecified),-10,-3,3,1.2,13,0,x,5,-9
CCCN(CC1CC1)c1nc(N)c(C#N)c(CC#N)c1C#N,-11,16*,8,x,15,-3,1,-26,-35
CCN1CCN(CCCCOc2ccccc2F)CC1,-1,-5,0,1.4,9,-1,1.2,-20,-15
[O-]/[N+](=C\c1ccccc1)[C@@H]1CCCC[C@@H]1/[N+]([O-])=C/c1ccccc1,-13,-7,-8,1.1,4,-5,1.1,-12,-2
COc1cc(C2=NOC(C(=O)NCc3ccco3)C2)cc(OC)c1OC (stereo unspecified),1,-5,2,0.5,4,1,1.1,-8,1
C=CCn1c(SCC(=O)Nc2cc(NC(C)=O)ccc2OC)nnc1-c1ccccn1,-6,-4,-2,1.1,4,2,1.6,7,12
Cc1ccccc1OCc1nnc(SCC(=O)Nc2ccc(N3CCOCC3)c(Cl)c2)n1C,2,0,-4,x,9,-1,1.8,4,-3
COc1ccc2c(c1)c(=O)oc1cc(OCC(=O)NC3CCCCC3)ccc12,-21,-4,-2,1,-12,12,0.9,-9,12
Cc1cccc(C)c1NC(=O)C1CCCNC1 (stereo unspecified),-10,-7,-1,1.2,7,-10,1,-15,16
Cc1ccc(C2CC2C(=O)NN)cc1 (stereo unspecified),-10,-2,-3,x,4,1,1,-4,2
COc1ccc2[nH]c(=O)c(CN(CC3CCCO3)C(=O)Nc3ccccc3)cc2c1 (stereo unspecified),-9,-4,0,1,11,2,1,-2,-7
COc1ccccc1CN1CCSCC1,1,-4,-5,1.2,13,0,0.9,-2,15
COc1ccc(C(=O)CSc2nnc(CNC(=O)c3ccc(OC)cc3)n2C)cc1,-16,-1,7,1.1,7,3,0.8,-13,29
O=C(NCCCn1ccnc1)Nc1cccc2ccccc12,-7,-4,7,2.1*,0,0,x,-12,1
COc1ccc2nc(NC(=O)CCn3cccc3)sc2c1,-7,-4,-4,1.2,-5,5,0.9,5,-5
O=C(Nc1ccc(N2CCN(c3ccc(O)cc3)CC2)cc1)Oc1ccccc1,0,-3,2,1,0,7,1.2,14,-3
CC(C)N(C(=O)CSc1nnc(CN2CCCCCC2=O)n1-c1ccccn1)C(C)C,-4,0,-1,1.1,-1,-1,1,11,-4
CCCCOc1ccc(/C=N/NC(=S)Nc2cc(C)ccc2C)cc1,-4,-3,4,x,2,1,1.2,-21,11
O=C1NCCN1C(=O)C12CC3CC(CC(C3)C1)C2,-10,-3,-6,0.9,-1,-2,1,-10,5
Cc1cc(C)n2nc(-c3sccc3-n3cccc3)cc2n1,-9,0,5,x,4,-4,1,6,-22
CCCNS(=O)(=O)c1cccn1-c1ncc(C(F)(F)F)cc1Cl,-6,-3,-1,1.2,-2,3,0.8,4,-4
CN(C)C(=O)CSc1nc(-c2ccccc2)nc2c1CCCC2,-8,-5,11,1.2,6,0,x,-1,1
O=C(c1ccc2nc3ccccc3c(=O)n2c1)N1CCN(Cc2ccc3c(c2)OCO3)CC1,-25,-2,-7,x,2,-6,1.5,-20,-8
Cc1c(Cl)c(C(=O)NNC(=S)NCc2ccco2)nn1C,-12,-2,11,1.3,5,-2,x,-22,-4
COc1ccc(C2CC(c3ccccc3)Nc3nc(NC(=O)c4ccco4)nn32)cc1 (stereo unspecified),-2,-1,-3,1.1,7,0,1.9,9,22

# At a glance, some entries already given:
SMILES,PLK1 inh,S1P2 ag,EphB4 ephrin blk,MT1-MMP txn act,Rev-RRE block,FAK blocker,PLAP activator,PLK1 PBD inh,S1P2 antag
Cc1cccc(C)c1NC(=O)C1CCCNC1 (stereo unspecified),-10,-7,-1,1.2,7,-10,1,-15,16
Cc1ccc(C2CC2C(=O)NN)cc1 (stereo unspecified),-10,-2,-3,x,4,1,1,-4,2
COc1ccc2[nH]c(=O)c(CN(CC3CCCO3)C(=O)Nc3ccccc3)cc2c1 (stereo unspecified),-9,-4,0,1,11,2,1,-2,-7
COc1ccccc1CN1CCSCC1,1,-4,-5,1.2,13,0,0.9,-2,15
COc1ccc(C(=O)CSc2nnc(CNC(=O)c3ccc(OC)cc3)n2C)cc1,-16,-1,7,1.1,7,3,0.8,-13,29
O=C(NCCCn1ccnc1)Nc1cccc2ccccc12,-7,-4,7,2.1*,0,0,x,-12,1
COc1ccc2nc(NC(=O)CCn3cccc3)sc2c1,-7,-4,-4,1.2,-5,5,0.9,5,-5
O=C(Nc1ccc(N2CCN(c3ccc(O)cc3)CC2)cc1)Oc1ccccc1,0,-3,2,1,0,7,1.2,14,-3
CC(C)N(C(=O)CSc1nnc(CN2CCCCCC2=O)n1-c1ccccn1)C(C)C,-4,0,-1,1.1,-1,-1,1,11,-4
CCCCOc1ccc(/C=N/NC(=S)Nc2cc(C)ccc2C)cc1,-4,-3,4,x,2,1,1.2,-21,11
O=C1NCCN1C(=O)C12CC3CC(CC(C3)C1)C2,-10,-3,-6,0.9,-1,-2,1,-10,5
Cc1cc(C)n2nc(-c3sccc3-n3cccc3)cc2n1,-9,0,5,x,4,-4,1,6,-22
CCCNS(=O)(=O)c1cccn1-c1ncc(C(F)(F)F)cc1Cl,-6,-3,-1,1.2,-2,3,0.8,4,-4
CN(C)C(=O)CSc1nc(-c2ccccc2)nc2c1CCCC2,-8,-5,11,1.2,6,0,x,-1,1
O=C(c1ccc2nc3ccccc3c(=O)n2c1)N1CCN(Cc2ccc3c(c2)OCO3)CC1,-25,-2,-7,x,2,-6,1.5,-20,-8
Cc1c(Cl)c(C(=O)NNC(=S)NCc2ccco2)nn1C,-12,-2,11,1.3,5,-2,x,-22,-4
COc1ccc(C2CC(c3ccccc3)Nc3nc(NC(=O)c4ccco4)nn32)cc1 (stereo unspecified),-2,-1,-3,1.1,7,0,1.9,9,22

# (further entries)
SMILES,PLK1 inh,S1P2 ag,EphB4 ephrin blk,MT1-MMP txn act,Rev-RRE block,FAK blocker,PLAP activator,PLK1 PBD inh,S1P2 antag
COC(=O)c1sccc1NC(=O)c1cc(OC)cc(OC)c1,-118,0,-3,0.8,7,11,x,-2,-25
O=C(Cc1cccc2ccccc12)Nc1ccc2oc(-c3ccccc3)nc2c1,-7,-6,3,0.9,17,-11,1.1,5,-10
Cc1ccc(N2C(=O)CSC2c2cccnc2)cc1F (stereo unspecified),-7,-3,-5,x,3,-1,1.1,5,18
O=C(c1cccc(N2C(=O)C3C4C=CC(C4)C3C2=O)c1)N1CCCCCC1 (stereo unspecified),-4,3,-3,1.1,3,0,1.5,14,-10
O=S(=O)(c1ccc(F)cc1)n1ccc(-c2cnc(-c3ccccc3)s2)n1,-6,-6,4,x,11,0,1,26,2
Cc1onc(-c2c(F)cccc2Cl)c1C(=O)N1CCc2ccccc2C1,-26,0,-11,1.1,1,1,1.7,24,-16
Cc1ccc(Nc2nc3nonc3nc2N(C)C)cc1,-9,-5,-3,x,2,1,1.2,3,-26
O=C(OCn1nnc2ccccc2c1=O)c1ccc(Br)o1,-7,-1,2,1.2,5,1,x,17,20
COc1cc(C(=O)N[C@H](C(=O)NC(C)C23CC4CC(CC(C4)C2)C3)C(C)C)cc(OC)c1OC (stereo partly specified),-12,-2,-5,1,0,0,1.8,17,-26
COc1cc(C(=O)Nc2cc(-c3nc4cc(C)ccc4o3)ccc2C)cc(OC)c1OC,-8,-4,9,1.2,4,10,1.4,-3,9
COC(=O)Cc1c[nH]c2cccc(OCC(O)CN(Cc3ccccc3)C(C)C)c12 (stereo unspecified),-10,-3,-4,1.1,1,-2,x,26,-23
O=C(Nc1ccccn1)c1cc(-n2cnnc2)ccc1Cl,-13,-4,0,x,7,-2,0.9,0,-8
CC(C)CC1N=C2c3ccccc3N=C(SCc3cc(=O)n4ccccc4n3)N2C1=O (stereo unspecified),-9,15,6,1,8,2,x,19,-2
Cc1cc(-c2sccc2C)nc(-n2cccc2)n1,-15,-7,1,x,7,6,0.9,-1,8
COc1ccccc1NC(=O)c1ccc(CN(c2cc(Cl)ccc2C)S(=O)(=O)c2ccccc2)cc1,-7,-4,-4,x,0,-5,0.9,-6,0
Cc1cccc(CCNC(=O)CCc2c(C)nc3ncnn3c2C)c1,-10,-10,-1,1.2,4,3,1,3,4
CCNc1nc(OC)nc(Oc2ccc(C(=O)OC)cc2)n1,-8,-5,3,0.9,6,-2,0.8,-1,-18
CC1=CC(=O)C=C(C)C1=NOC(=O)c1cccc([N+](=O)[O-])c1,-10,-3,-1,1,2,-1,1,12,-14
O=C(Nc1cc2nn(-c3ccccc3)nc2cc1Cl)c1ccco1,-10,-5,-1,1.6,0,-9,1.1,2,5
COC(=O)C1=C(C)NC2=C(C(=O)CC(C)(C)C2)C1c1ccccn1 (stereo unspecified),-4,-2,-4,1.3,2,3,x,-5,-3
O=C(CSc1nnnn1-c1ccccc1)Nc1ccc(N2CCOCC2)c(Cl)c1,-4,-4,5,1.2,1,-2,0.9,-30,-2
CN1/C(=C/C2CC(=O)N(c3ccc([N+](=O)[O-])cc3)C2=O)C(C)(C)c2ccccc21 (stereo unspecified),-7,-8,-1,1,10,2,1.6,-6,-9
Cc1occc1C(=O)Nc1cccc(/C=C/C(=O)O)c1,6,-4,11,x,6,1,x,-21,-8
CCn1c(SCC(=O)OC2CCCCC2)nc2ccccc2c1=O,-3,0,5,1.2,11,0,1.2,-15,-8
COc1ccc(CNC(N)=O)cc1,-14,-11,8,1.3,11,-1,x,-32,2
# More results
SMILES,PLK1 inh,S1P2 ag,EphB4 ephrin blk,MT1-MMP txn act,Rev-RRE block,FAK blocker,PLAP activator,PLK1 PBD inh,S1P2 antag
Nc1nc2ccccc2n1C(=O)CCc1ccccc1,1,-8,-10,1.9,-1,-11,0.8,16,-25
OCCN1CCN(Cc2cc(Cl)c3cccnc3c2O)CC1,11,-3,4,0.9,5,-1,2.2*,-5,-4
COc1ccccc1CNC(=O)c1c(N)n(CCCN2CCOCC2)c2nc3ccccc3nc12,-2,58*,0,x,4,-6,1.6,-39,-93
COc1ccc(C/C(O)=C(\C#N)c2nc3ccccc3[nH]2)cc1OC,-14,-2,-6,1.2,0,-12,2.7*,-7,13
Nn1c(COc2ccccc2)nnc1SCC(=O)O,-2,1,5,1.2,8,0,1,-4,11
c1ccc(OCCSc2nc3ccccc3[nH]2)cc1,-5,-1,5,1.4,1,0,x,-8,0
Cc1nc(Cl)sc1C(=O)O,6,-7,-2,1.1,3,-4,1,4,-2
CCCn1c(CNC(=O)c2cccs2)nc2ccccc21,-9,-8,3,1.2,7,-3,0.9,-13,2
COc1ccc(-c2nc3ccc(N4CCCC4)cc3c(=O)[nH]2)cc1OC,-7,0,-3,x,-3,28*,1,-11,-10
CC(C)NC(=O)c1ccccc1NC(=O)CCc1ccccc1,-6,-5,3,1,5,-2,x,-21,2
Cc1cccc(-c2nc3c(c(SCC(=O)N4CCOCC4)n2)CCCC3)c1,-7,-6,6,1.3,12,1,x,15,-12
